Source: PubChem BioAssay (Southern Research Specialized Biocontainment Screening Center)
tuberculosis growth – growth inhibition of non-replicating M. tuberculosis (AID 488890). one-dose inhibition, % at 25 µM; IC50 in µM for titrated hits. Mycobacterium tuberculosis non-replicating, growth inhibition; higher % means a stronger effect. 0.39% of 320,000 active; in the data active means a potency from the dose series; inconclusive means inhibition mostly from about 82% at the one dose, without a potency; inactive means the rest, 99 in 100 with inhibition below about 76%;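 further: plate controls were DMSO cells for no effect and high antibiotic wells for full effect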
VEEV TC-83 Vero – inhibitors of VEEV TC-83 cytopathic effect, confirmation, Vero cells (AID 588727). Vero cells, VEEV TC-83 cytopathic effect inhibition; higher % means a stronger effect. one-dose inhibition, % at 20 µM; IC50 in µM for titrated hits. 0.13% of 350,000 active; in the data active means a potency from the dose series; inconclusive means inhibition mostly from about 14% at the one dose, without a potency; inactive means the rest, 99 in 100 with inhibition below about 12%; further: strong numbers were not always called active
H1N1 NS1A inhibition – NS1A inhibition, H1N1 influenza, cell based functional assay (AID 504329); 0.3% of 340,000 active; NS1A functional cell-based assay, percent inhibition; higher % means a stronger effect; inhibition, % at 12.5 µM; hits with a dose series show IC50 in µM; in the data active means a potency from the dose series; inconclusive means inhibition above about 27% without an active follow-up result; further: strong numbers were not always called active
H37Rv inhibition – M. tuberculosis growth inhibition, HTS (AID 449762) | M. tuberculosis H37Rv growth inhibition, 7H9 media; higher % means a stronger effect | one-dose inhibition, % at 25 µM; IC50 in µM for titrated hits | 0.59% of 330,000 active; in the data active means a potency from the dose series; inconclusive means inhibition above about 70% without an active follow-up result;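 further: bacterial growth assessed after seven days of incubation; strong numbers were not always called active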
Salmonella PhoP GFP – Inhibition of PhoP regulon, Salmonella typhi GFP reporter cells, confirmation, 4 h (AID 1850); Salmonella Typhi PhoP-promoter GFP reporter, fluorescence, 4 h; higher % means a stronger effect; inhibition, % at 50 µM; hits with a dose series show IC50 in µM; 0.33% of 310,000 active; in the data active means a potency from the dose series; inconclusive means inhibition mostly from about 25% at the one dose, without a potency; inactive means the rest, 99 in 100 with inhibition below about 19%;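 further: 0% = induced wells with vehicle and 100% = uninduced wells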
VEEV TC-83 Vero 10K pilot screen – further read-out of VEEV TC-83 Vero, marked with its call; inhibition, %; measured here: 10K pilot screen inhibition
Starred values were filed as active, the others as inactive; i = inactive; ? = inconclusive; · = not tested or not shown. An unsorted share of the library. Share with any hit: about 1.5%.

SMILES | tuberculosis growth | VEEV TC-83 Vero | H1N1 NS1A inhibition | H37Rv inhibition | Salmonella PhoP GFP | others
COc1ccc(CC(=O)NCc2nnc(SCc3ccc(C)cc3)n2C)cc1 | 20% | 0.7% | -5% | 9% | -7%
Cc1ccc(C(=O)OCC(=O)NC2CCCCCC2)c(C)c1 | · | i | 5% | · | ·
CCN(CC)C(=O)c1cc(Cl)ccn1 | -18% | 0.8% | 0% | -5% | -5%
CC(C)C(=O)N1CCN(CCN=Cc2c(O)n(C)c(=O)n(C)c2=O)CC1 | -19% | 1.5% | -2% | -2% | -2%
NC1=NC(=O)S/C1=C\c1ccc(O)cc1 | -8% | 1.1% | -2% | -1% | 0%
Cc1ccc(NC(=O)ON=C2CCCC2)cc1 | 2µM* | i | 8% | -2% | 3%
Cc1noc(C)c1S(=O)(=O)N1CCN(c2ccccc2Cl)CC1 | · | 1.0% | -10% | · | ·
O=C(Nc1ccnn1C1CCN(C(=O)c2ccc(F)c(Cl)c2)CC1)C1CC1 | 8% | 7.7% | -6% | 2% | -7%
O=C(O)c1cnc2ccccc2n1 | 23% | i | 9% | 3% | -19%
c1ccc(CSc2ncnc3c2oc2ccccc23)cc1 | 76% | 2.8% | -4% | 5% | 12%
CCOP(=O)(OCC)/C(=N/OC(=O)c1cccc([N+](=O)[O-])c1)C(N)=O | 2% | i | -10% | 4% | 0%
COC(c1ccc(Cl)cc1)(c1ccc(Cl)cc1)C(Oc1nccc(C)n1)C(=O)O (stereo not given) | 38% | 0.5% | 21% | 8% | -7%
COc1ccc(C(=O)N2c3ccccc3CC2C)cc1OC (stereo not given) | 3% | 0.3% | -1% | -10% | 10%
COc1ccc(NC(=O)CSc2nc3c([nH]c4ccccc43)c(=O)n2C)cc1 | · | 0.2% | 6% | 9% | -4%
Cc1cc(C(=O)Nc2ccccc2)c(C)o1 | 4% | 7.2% | -10% | -2% | 1%
COc1ccc(/C=C/C(=O)N(C(C)C)C(C)C)cc1Br | 40% | 2.2% | 6% | 57% | -7%
O=C(Nc1ccc2c(c1)OCCO2)c1ccc(Cl)c([N+](=O)[O-])c1 | 9% | 4.7% | 4% | 2% | -7%
COc1ccccc1C1(O)CCN(CC(=O)Nc2nc(-c3ccccc3)cs2)CC1 | 33% | 7.6% | 10% | ? | -9%
CCCCCn1nnc2c(=O)oc3ccccc3c21 | 1.2µM* | i | -16% | ? | -7%
COc1ccc2cc3c(N)nn(C(=O)c4ccccc4[N+](=O)[O-])c3nc2c1 | 13% | ? | -3% | 2% | -1%
O=C(Cn1nc(C(=O)O)c2ccccc2c1=O)Nc1cc(C(F)(F)F)ccc1-n1cncn1 | 1% | 2.5% | -16% | -2% | ·
COC(=O)c1ccccc1S(=O)(=O)NCc1nc2nc(C)cc(C)n2n1 | -10% | 0.7% | 4% | -1% | 2%
Nc1ncc([N+](=O)[O-])c(N2CCCCCC2)n1 | -4% | 0.7% | 6% | 4% | 6%
O=C(CNc1cccc(S(=O)(=O)N2CCOCC2)c1)Nc1ccccc1F | -2% | 2.4% | 19% | 2% | -4%
[O-][n+]1ccccc1SCc1ccccc1 | 1% | 0.1% | 6% | -3% | 5% | VEEV TC-83 Vero 10K pilot screen=0.5
COC(=O)CCCC1=CC2=C(c3ccccc3)C(=O)C(C)(OC(=O)C3CCCC3)C(=O)C2=CN1c1ccccc1 (stereo not given) | 23% | i | 8% | 1% | 11%
Cc1nn(C)cc1/C=N/NC(=O)C(C)(C)Oc1ccc(Cl)cc1 | 10% | i | 4% | -2% | 8%
CC1(C)CC(=O)C2=C(C1)NCN(CCCN1CCOCC1)C2 | 9% | 2.4% | -1% | -12% | -18%
CN(CC#CCN1CCCC1)C(=O)c1cccc(Cl)c1 | -4% | 1.4% | 4% | -5% | 10%
O=C(O)Cn1nnc(-c2ccc(OCc3ccccc3)cc2)n1 | 25% | 1.7% | -2% | 3% | 3%
O=C(NNC(=O)c1cc(S(=O)(=O)N2CCCCC2)ccc1Cl)c1ccccc1O | -31% | 1.3% | -3% | 10% | ·
COc1ccc(/C=C/C(=O)NNc2cc(=O)n(C)c(=O)n2C)cc1OC | 6% | i | 7% | -4% | -4%
CCN(CC(=O)NC1CCS(=O)(=O)C1)S(=O)(=O)c1ccc(Cl)cc1C(F)(F)F (stereo not given) | 12% | 1.4% | -1% | -2% | 2%
COc1ccc(NC(=O)CS(=O)CC(=O)Nc2ccc(F)cc2F)cc1 (stereo not given) | -8% | 0.7% | 7% | -10% | -4%
COc1ccccc1C/C(N)=N/OC(=O)c1cccs1 | 45% | 3.6% | 7% | -8% | 5%
Cn1nc(NC(=O)C(C)(C)C)c2c(F)cccc21 | -20% | 0.9% | 6% | -4% | 3%
Cn1c(-c2sc(=S)n(-c3ccccc3)c2N)nc2ccccc21 | -18% | i | -5% | -2% | 5%
CCCc1cc(C(=O)N2CCCC(Cc3ccccc3C)(C(=O)OCC)C2)no1 (stereo not given) | 14% | i | -7% | 11% | -2%
Cc1ccc(Nc2ccc(C(=O)NCCc3ccccc3)cn2)cc1 | -15% | 2.5% | -8% | -19% | -5%
O=C(NNS(=O)(=O)c1ccccc1)c1ccc(S(=O)(=O)N2CCCCC2)cc1 | 21% | 1.3% | 10% | -6% | -1%
Cn1c(CCN2CCCCCC2)nc2cc(NC(=O)Nc3ccccc3)ccc21 | ? | 6.5% | 16% | ? | 0%
Cc1ccc(Cn2ncn(-c3ccccc3)c2=O)cc1 | 41% | 1.6% | -16% | -6% | 7%
CCCCNC(=O)C(CC)(ONc1ccccc1C(F)(F)F)c1ccccc1OC (stereo not given) | 13% | i | 16% | 3% | ·
COc1cc(/C=C2/C(=O)NN(c3ccc(Cl)cc3)C2=O)cc(OC)c1O | · | 1.8% | 11% | ? | 3%
CC(=O)c1cccc(CN2CCC(CO)(CCCc3ccccc3)CC2)c1 | 22% | 1.0% | -25% | -3% | -7%
CC1CCCC(C)N1C(=S)NCc1ccco1 (stereo not given) | 8% | i | 10% | 13% | -9%
COc1ccccc1C(=O)Nc1c(C(=O)N2CCN(C)CC2)oc2ccccc12 | 14% | 2.0% | 10% | -4% | 1%
COc1cccc(C(=O)Nc2cccc3ccccc23)c1OC | 74% | 0.8% | 0% | 1% | -6%
COc1cccc(C(=O)Nc2cccc(C(C)=O)c2)c1 | -17% | 0.2% | -6% | -2% | -2%
CCOc1cc(Br)c(C(=O)O)cc1OCC | 10% | 0.8% | 3% | 0% | -2% | VEEV TC-83 Vero 10K pilot screen=0.4
Cc1noc(/C=C/c2cccnc2)c1[N+](=O)[O-] | 76% | 34% | 4% | ? | -3%
COc1cc(C(=O)OCC(=O)NC(=O)NCc2ccccc2)ccc1OC(F)F | -27% | 0.9% | 0% | -3% | ·
COc1ccc(OC)c(NC(=O)Cc2c(C(=O)O)n(C)c3ccccc23)c1 | 15% | 0.7% | 17% | -1% | -4%
CO/N=C/NC(=O)Cc1cn(-c2ncc(C(F)(F)F)cc2Cl)c2ccccc12 | -4% | 2.5% | -3% | 0% | 7%
CCN(CC)c1ccc(/C=N/n2nnnc2N)c(O)c1 | 27% | 0.1% | -6% | -13% | 9% | VEEV TC-83 Vero 10K pilot screen=3.7
COc1ccccc1C(=O)N(Cc1ccc(C)o1)C1CCS(=O)(=O)C1 (stereo not given) | -5% | 1.4% | -12% | -10% | -6%
Cc1ccc(-n2cc(CN3CCC(O)(c4ccccn4)CC3)c(-c3ccc(F)cc3)n2)cc1 | 70% | i | 8% | ? | 9% | VEEV TC-83 Vero 10K pilot screen=0.0
O=[N+]([O-])c1ccc(N2CCCC2)nc1N1CCCC1 | 17% | i | 5% | 4% | 12%
O=C(Nc1cc(Cl)ccc1N1CCOCC1)c1cccnc1 | -7% | 2.4% | 10% | -11% | 0%
O=C(CN(C1CCCCC1)S(=O)(=O)c1ccc(Cl)cc1)NCc1ccncc1 | 12% | i | 2% | -4% | 0%
Next section
SMILES | tuberculosis growth | VEEV TC-83 Vero | H1N1 NS1A inhibition | H37Rv inhibition | Salmonella PhoP GFP | others
COC(=O)C1=C(C)N=C2SC(C)C(=O)N2C1c1cccc(F)c1 (stereo not given) | 5% | 0.0% | -2% | -5% | 8%
CCCNC(=O)CSc1nc(COc2ccccc2)nc2ccccc12 | 30% | 0.3% | -5% | 8% | -5%
O=C(Nn1c(-c2ccccc2)nc2ccccc2c1=O)c1ccco1 | 0% | 0.5% | 4% | 4% | -6%
C[N+](C)(C)CCN1C(=O)CSC1=O | -4% | 0.5% | -1% | -1% | 7%
Cc1ccccc1C(=O)O/N=C(\N)c1ccncc1 | -8% | 1.3% | 0% | 4% | 0%
CC(CC(=O)Nc1cc(C(F)(F)F)ccc1Cl)c1ccccc1 (stereo not given) | 10% | i | 16% | -1% | -2%
CC1=NN(C(=O)c2csc(C)c2)C(O)(C(F)(F)F)C1 (stereo not given) | 0.49µM* | 0.3% | -3% | 7% | 1%
Clc1nc(Cl)nc(NCCC2=CCCCC2)n1 | -8% | 0.1% | 4% | -1% | 5%
CC(=O)Oc1ccc(-c2csc(Nc3cccc(C)n3)n2)cc1 | 13% | 6.6% | -21% | 18% | -4%
CCN(CC)CCCNc1oc(/C=C/c2ccccc2)nc1C#N | 14% | i | · | 2% | -5%
C=CCc1cc(Cl)ccc1OCCCNC(C)CC (stereo not given) | 66% | 1.9% | -3% | 4% | 9%
Cc1ccc(C)n1-c1cccc(C(=O)O)c1 | -4% | · | · | -6% | 16%
c1ccc2c(OCCCN3CCCCCC3)cccc2c1 | 2% | i | 1% | -6% | 10%

Filtered by structure: the compounds so far containing four or more nitrogen atoms.
SMILES | tuberculosis growth | VEEV TC-83 Vero | H1N1 NS1A inhibition | H37Rv inhibition | Salmonella PhoP GFP | others
COc1ccc(CC(=O)NCc2nnc(SCc3ccc(C)cc3)n2C)cc1 | 20% | 0.7% | -5% | 9% | -7%
CC(C)C(=O)N1CCN(CCN=Cc2c(O)n(C)c(=O)n(C)c2=O)CC1 | -19% | 1.5% | -2% | -2% | -2%
O=C(Nc1ccnn1C1CCN(C(=O)c2ccc(F)c(Cl)c2)CC1)C1CC1 | 8% | 7.7% | -6% | 2% | -7%
COc1ccc(NC(=O)CSc2nc3c([nH]c4ccccc43)c(=O)n2C)cc1 | · | 0.2% | 6% | 9% | -4%
COc1ccc2cc3c(N)nn(C(=O)c4ccccc4[N+](=O)[O-])c3nc2c1 | 13% | ? | -3% | 2% | -1%
O=C(Cn1nc(C(=O)O)c2ccccc2c1=O)Nc1cc(C(F)(F)F)ccc1-n1cncn1 | 1% | 2.5% | -16% | -2% | ·
COC(=O)c1ccccc1S(=O)(=O)NCc1nc2nc(C)cc(C)n2n1 | -10% | 0.7% | 4% | -1% | 2%
Nc1ncc([N+](=O)[O-])c(N2CCCCCC2)n1 | -4% | 0.7% | 6% | 4% | 6%
Cc1nn(C)cc1/C=N/NC(=O)C(C)(C)Oc1ccc(Cl)cc1 | 10% | i | 4% | -2% | 8%
O=C(O)Cn1nnc(-c2ccc(OCc3ccccc3)cc2)n1 | 25% | 1.7% | -2% | 3% | 3%
COc1ccc(/C=C/C(=O)NNc2cc(=O)n(C)c(=O)n2C)cc1OC | 6% | i | 7% | -4% | -4%
Cn1c(-c2sc(=S)n(-c3ccccc3)c2N)nc2ccccc21 | -18% | i | -5% | -2% | 5%
Cn1c(CCN2CCCCCC2)nc2cc(NC(=O)Nc3ccccc3)ccc21 | ? | 6.5% | 16% | ? | 0%
CO/N=C/NC(=O)Cc1cn(-c2ncc(C(F)(F)F)cc2Cl)c2ccccc12 | -4% | 2.5% | -3% | 0% | 7%
CCN(CC)c1ccc(/C=N/n2nnnc2N)c(O)c1 | 27% | 0.1% | -6% | -13% | 9% | VEEV TC-83 Vero 10K pilot screen=3.7
Cc1ccc(-n2cc(CN3CCC(O)(c4ccccn4)CC3)c(-c3ccc(F)cc3)n2)cc1 | 70% | i | 8% | ? | 9% | VEEV TC-83 Vero 10K pilot screen=0.0
O=[N+]([O-])c1ccc(N2CCCC2)nc1N1CCCC1 | 17% | i | 5% | 4% | 12%
Clc1nc(Cl)nc(NCCC2=CCCCC2)n1 | -8% | 0.1% | 4% | -1% | 5%
CCN(CC)CCCNc1oc(/C=C/c2ccccc2)nc1C#N | 14% | i | · | 2% | -5%
